Screens from PubChem BioAssay.
Hsp90 Hop PPI: changes Hsp90-Hop TPR2A binding signal, up or down | 0.44% of 71,000 active | AlphaScreen TPR2A-His6 binding biotin-Hsp90 C-terminal peptide | AID 595 | Potency, µM (doses to about 57 µM), for inactives: at the top dose activity change, negative = inhibition; active = well fitted curve in either direction with a large enough effect; inconclusive = small, poorly fitted or top-dose-only effect, or another doubt; also: potency is read from the fitted curve at half-maximal effect; % is scaled to controls: 0 for no effect and ±100 for the full control effect; many of its hits are not listed in these tables
USP2a inhib: USP2a (human) protease inhibition; USP2a enzymatic assay, qHTS inhibition; Potency, µM (series often up to 38.3 µM), without a hit: at the highest dose activity change, negative = inhibition, most hits filed as inhibitors; 0.1% of 60,000 active; AID 927;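 also: potency is read from the fitted curve at half-maximal effect; nearly all actives have a fitted effect of over 60% in size; plate controls were DMSO for no effect and NEM full inhibition control for full effect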
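Coupled readout: USP2-cleaved Ub-PLA2 (20nM final) turns over NBD C6-HPC (20uM final), Ex 460nm/Em 535nm after 2.5 h, time-zero read flagging artifacts. Enzyme (20nM final, pH 8.0 Tris) given 30 min RT with compound first; NEM defines full inhibition.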
HBB splice mod: modulators of hemoglobin beta chain splicing. HBB splicing reporter cell assay, activation; EGFP reporter with mutant IVS2-654 intron; response scale: normalised to 500 nM splice-correcting PNA. Potency, µM (highest dose often 46.1 µM), inactives show at the top dose activation, usual class: activators. 0.06% of 65,000 active; also: potency is read from the fitted curve at half-maximal effect; 0% is about no effect
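Compounds were applied for 2 days to HeLa EGFP-654 cells, 500/well in Optimem with 2% FCS. The reporter's EGFP is disrupted by mis-splicing of beta-globin intron IVS2-654. Readout: summed well GFP fluorescence from 488 nm laser scanning; reference was 500 nM antisense […] 654 PNA.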
Epigenetic mod: epigenetic modulators derepressing GFP locus in mouse cells. 0.09% of 68,000 active. Potency, µM (top dose mostly 46.1 µM), for inactives: top-dose GFP derepression (activation). AID 597. mouse C127i GFP locus derepression, cytometry, 30 h; also: % of control where 0% means no effect
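Murine C127i mammary cells carrying a silenced, stably integrated CMV-driven GFP reporter were treated with compound for 30 hours at 37 C. After PBS washes, GFP-positive cells were counted by laser-scanning microplate cytometry.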
HADH2 inh: inhibitors of human HADH2 dehydrogenase | Potency, µM (top dose mostly 57.1 µM), for the others: at the highest dose activity change, negative = inhibition, hits mostly inhibitors | Q99714 | 3.4% of 73,000 active | recombinant HADH2, NADH fluorescence, beta-hydroxybutyryl-CoA; also: potency is read from the fitted curve at half-maximal effect; % is scaled to controls: 0 for no effect and ±100 for the full control effect; nearly all actives have a fitted effect of over 60% in size; many of its hits are not listed in these tables
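E. coli-expressed His-tagged HADH2 tested at 20 nM in alkaline Tris buffer (pH 9.0); oxidation of 90 uM beta-hydroxybutyryl-CoA with 1 mM NAD+ tracked fluorimetrically for 4 min.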
CRE-bla Fsk: modulators of forskolin-stimulated CRE signaling in CHO cells. Potency, µM (doses to about 38.2 µM), without a hit: at the highest dose activity change, negative = inhibition, hits mostly activators. CHO CRE-bla reporter (cAMP response element driving beta-lactamase), forskolin EC10, beta-lactamase ratio. AID 662. 2.5% of 71,000 active; active = well fitted activation curve with a large enough effect in the signal ratio, with a control signal flat, not every such curve was filed as active; inconclusive = small, poorly fitted or top-dose-only effect, or effect the other way, or a change in a side signal; the % refers to the signal ratio; also: potency is read from the fitted curve at half-maximal effect; % of control where 0% means no effect
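Modulation of forskolin-driven signalling is measured in CHO cells carrying a CRE-controlled beta-lactamase reporter. Cells are stimulated with EC10 NKH 477 in the presence of titrated compound for 3 h at 37 °C, then loaded with CCF4 for 2 h at room temperature.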
15-hLO inh: blocks human 15-lipoxygenase activity | P16050 | 1.4% of 74,000 active | purified 15hLO-1, xylenol orange hydroperoxide absorbance | Potency, µM (top dose mostly 57.1 µM), for the others: top-dose activity change, negative = inhibition, usual class: inhibitors; also: potency is read from the fitted curve at half-maximal effect; % is scaled to controls: 0 for no effect and ±100 for the full control effect; nearly all actives have a fitted effect of over 55% in size
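Hydroperoxide formed from arachidonic acid (50 uM) by purified human 15hLO-1 (40 nM) oxidizes ferrous iron, and the ferric-xylenol orange complex is read at 573 versus 405 nm. Compounds were preincubated 15 min; reaction ran 6 min at room temperature.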
DNA Pol III inh: DNA polymerase III holoenzyme inhibition. reconstituted DNA polymerase III holoenzyme replication, biochemical. Potency, µM (series often up to 57.1 µM), for inactives: top-dose activity change, negative = inhibition. 0.25% of 71,000 active. AID 603; also: potency is read from the fitted curve at half-maximal effect; % is scaled to controls: 0 for no effect and ±100 for the full control effect
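Reconstituted *E. coli* holoenzyme (0.35 nM Pol III, 1 nM beta, 154 nM SSB, 2 nM primase) was preincubated with compound for 15 min at RT. Synthesis on 1.4 nM ssM13Gori ran 35 min, then was stopped with PicoGreen/EDTA and read as dsDNA fluorescence.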
Ub-GFP proteasome: proteasome inhibitors stabilizing ubiquitin-GFP reporter; Ubiquitin-GFP reporter cells, proteasome inhibition, GFP fluorescence; response scale: untreated = 0%, 10 µM MG-132 = 100%; Potency, µM (doses to about 45.9 µM), for inactives: top-dose activation (GFP accumulation), actives largely listed as activators; 67,000 tested, under 10 active; active = well fitted activation curve with a large enough effect, not every such curve was filed as active; inconclusive = small, poorly fitted or top-dose-only effect, or another doubt; inactive = no such curve, though single readings can be large or run the other way; also: potency is read from the fitted curve at half-maximal effect
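Proteasome block read as GFP accumulation: ubiquitin(G76V)-GFP U2OS cells exposed to compound (2.9 nM–46 uM) for 4 hr at 37 C. Normalization used untreated cells as 0% and 10 uM MG-132 as 100%; concentration-response curves fitted.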
BRCT PPI red: inhibitors of human BRCA1 BRCT-phosphoprotein interaction (red fluorophore); P38398; BRCT-phosphopeptide binding, red fluorescence polarization; Potency, µM (titrated, usually from 76.9 µM), for the others: top-dose activity change, negative = inhibition, hits mostly inhibitors; 0.03% of 75,000 active; also: % is scaled to controls: 0 for no effect and ±100 for the full control effect
Target sequence (P38398 whole entry, looked up): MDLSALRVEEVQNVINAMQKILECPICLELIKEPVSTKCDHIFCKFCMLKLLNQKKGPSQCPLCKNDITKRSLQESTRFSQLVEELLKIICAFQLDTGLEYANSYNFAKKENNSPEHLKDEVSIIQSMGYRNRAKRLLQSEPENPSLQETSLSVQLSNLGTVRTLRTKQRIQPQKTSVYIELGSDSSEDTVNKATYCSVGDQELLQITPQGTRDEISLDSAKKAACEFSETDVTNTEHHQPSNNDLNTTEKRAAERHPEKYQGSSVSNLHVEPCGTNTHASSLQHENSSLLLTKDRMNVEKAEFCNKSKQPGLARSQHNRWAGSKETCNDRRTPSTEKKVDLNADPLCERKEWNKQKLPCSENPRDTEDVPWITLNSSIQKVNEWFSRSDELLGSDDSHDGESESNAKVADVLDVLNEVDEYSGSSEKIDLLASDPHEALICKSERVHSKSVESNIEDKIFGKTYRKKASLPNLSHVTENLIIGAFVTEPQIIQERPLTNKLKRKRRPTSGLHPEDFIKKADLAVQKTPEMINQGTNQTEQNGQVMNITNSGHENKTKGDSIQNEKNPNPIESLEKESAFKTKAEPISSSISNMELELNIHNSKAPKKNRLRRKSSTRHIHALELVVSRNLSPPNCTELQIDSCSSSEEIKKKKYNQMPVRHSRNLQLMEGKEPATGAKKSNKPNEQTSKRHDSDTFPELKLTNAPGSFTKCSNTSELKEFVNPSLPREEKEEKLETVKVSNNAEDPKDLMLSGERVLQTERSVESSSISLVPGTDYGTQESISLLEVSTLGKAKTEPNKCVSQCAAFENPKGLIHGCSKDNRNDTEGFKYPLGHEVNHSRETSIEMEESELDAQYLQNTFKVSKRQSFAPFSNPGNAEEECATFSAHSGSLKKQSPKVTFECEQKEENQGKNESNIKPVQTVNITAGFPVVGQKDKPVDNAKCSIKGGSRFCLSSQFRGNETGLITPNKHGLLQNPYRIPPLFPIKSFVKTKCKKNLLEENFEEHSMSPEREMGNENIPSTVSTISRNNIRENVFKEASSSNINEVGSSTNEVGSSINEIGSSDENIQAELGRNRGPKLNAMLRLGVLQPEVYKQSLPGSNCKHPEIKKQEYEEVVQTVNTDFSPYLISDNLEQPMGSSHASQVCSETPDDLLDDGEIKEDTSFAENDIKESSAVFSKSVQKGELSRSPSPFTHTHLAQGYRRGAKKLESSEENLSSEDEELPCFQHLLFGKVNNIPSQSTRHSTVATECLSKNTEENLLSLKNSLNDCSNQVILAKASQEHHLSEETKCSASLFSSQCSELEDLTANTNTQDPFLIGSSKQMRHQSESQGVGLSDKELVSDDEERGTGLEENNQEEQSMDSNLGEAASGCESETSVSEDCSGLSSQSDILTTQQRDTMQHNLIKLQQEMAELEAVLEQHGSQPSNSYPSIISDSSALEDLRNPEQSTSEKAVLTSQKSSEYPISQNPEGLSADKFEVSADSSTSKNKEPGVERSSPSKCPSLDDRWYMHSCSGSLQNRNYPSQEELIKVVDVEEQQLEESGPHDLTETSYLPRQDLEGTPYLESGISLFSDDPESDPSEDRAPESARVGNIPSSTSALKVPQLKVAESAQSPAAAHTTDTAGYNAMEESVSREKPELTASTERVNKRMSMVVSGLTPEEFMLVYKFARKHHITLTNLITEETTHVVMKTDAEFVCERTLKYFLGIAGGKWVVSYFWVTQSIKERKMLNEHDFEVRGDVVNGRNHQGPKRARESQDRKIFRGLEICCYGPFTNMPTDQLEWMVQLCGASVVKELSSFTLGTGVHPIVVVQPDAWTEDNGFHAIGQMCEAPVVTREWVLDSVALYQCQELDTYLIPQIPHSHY
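Fluorescence polarization: 100 nM His-tagged BRCA1 BRCT with 100 nM TAMRA-labelled phospho-BACH1 decapeptide, phosphate buffer pH 7.3 with 150 mM NaCl, DTT, 0.01% Tween 20; 12 min RT. Binding inhibition seen as FP decrease.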
BRCT inh green: BRCA1 BRCT-phosphoprotein interaction inhibition | BRCA1 BRCT-phosphopeptide binding, green fluorescence polarization | Potency, µM (highest dose often 76.9 µM), for the others: at the top dose activity change, negative = inhibition, hits mostly inhibitors | 0.05% of 75,000 active;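 also: potency is read from the fitted curve at half-maximal effect; plate controls were peptide without protein for full effect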
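Fluorescence polarization: His-tagged BRCT (~35 kDa BRCA1 C-terminus, 250 nM) bound to 100 nM fluorescein-labeled phosphorylated 10-aa BACH1 peptide, pH 7.3 phosphate buffer with DTT and Tween 20. Compounds incubated 12 min at room temperature; inhibition read as lowered polarization.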
Numbers without * were called inactive; i = inactive; ? = inconclusive; nt = not tested or not shown; [ ] = remark or other dose. Unless noted, calls follow the shape of the dose curve; as a rule, active = well fitted curve in the direction sought with a large enough effect; inconclusive = small, poorly fitted or top-dose-only effect, or another doubt; inactive = no such curve, though single readings can be large; an effect the other way counts as inactive or inconclusive. An excerpt, so the mix of outcomes need not match the whole.

SMILES	Hsp90 Hop PPI	USP2a inhib	HBB splice mod	Epigenetic mod	HADH2 inh	CRE-bla Fsk	15-hLO inh	DNA Pol III inh	Ub-GFP proteasome	BRCT PPI red	BRCT inh green
CCOc1c(Br)cc(C(N)=O)cc1OC	2%	-6%	-1.7%	-2%	5%	3%	-4%	2%	2%	0.0%	2.5%
C=CCn1c(=N)c(C(=O)OCC)cc2c(=O)n3cc(C)ccc3nc21	-3%	4%	1.2%	0%	32µM*	8%	4%	-5%	5%	0.2%	-0.7%
Cc1cc(Nc2ccc(C)c(C)c2)n2nc(C)nc2n1	-2%	nt	-0.6%	2%	-3%	?	7%	-4%	9%	-0.5%	-1.0%
CC(=O)N1CCN(CC(=O)Nc2c(Cl)cccc2Cl)CC1	-2%	-3%	-1.5%	-3%	-7%	?	-10%	-6%	-4%	0.7%	-0.5%
CCOc1cc(N2CCOCC2)c(OCC)cc1NC(=O)c1nc2nccc(C)n2n1	-8%	8%	-0.9%	5%	5%	?	-1%	-1%	0%	1.1%	-0.8%
CCC1(CC)C(=O)NC(=O)NC1=Nc1cccc(OC)c1	-3%	2%	1.4%[1.84 µM]	4%	-8%	?	-2%	-3%	11%	0.9%	0.4%
CCOc1ccc(C2CC(c3cccc(C)c3)n3ncnc3N2)cc1 (configuration not stated)	-1%[2.3 µM]	nt	-1.1%	nt	-2%	-14%	21%	-7%	-1%	-2.4%	-0.2%
COC(=O)[C@@]1(Cc2ccc(OC)cc2)[C@H]2c3cc(C(=O)N4CCCC4)n(C[C@H](O)CO)c3C[C@H]2CN1C(=O)c1ccccc1	-2%	nt	0.2%	nt	11%	-12%	nt	1%	nt	-0.1%	-1.1%
CC1CCc2cc(F)ccc2N1C(=O)c1ccc2c(c1)OCO2 (configuration not stated)	0%	1%	-0.3%	-2%	1%	-6%	0%	-4%	4%	0.1%	-1.5%
O=C(c1ccccc1)C1C(=O)c2ccccc2C1=O	-6%	-16%	?	?	-20%	-51%	31%[activator]	-3%	13%	-1.5%	-0.6%
COC(=O)c1[nH]nc2c1C(=O)N(C1CCCCC1)C2=O	-6%	4%	-1.5%	-1%	9%	-1%	4%	9%	-5%	-3.3%	-2.1%
CS(=O)(=O)N(CCc1ccccc1)CC(=O)NCC1CCCO1 (configuration not stated)	-5%	6%	-1.2%	-3%	3%	-8%	4%	1%	0%	0.3%	-0.3%
C/C(=N\O)c1ccc2c3c([nH]c2c1)CCCC3	-17%	1%	6.4%	2%	32µM*	-7%	-19%	2%	-16%	-0.6%	6.2%
CC1CN(CCc2ccccc2)c2nc3c(c(=O)[nH]c(=O)n3C)n2C1 (configuration not stated)	-7%	-7%	0.9%[0.369 µM]	2%	-3%	?	-22%	-4%	nt	-1.1%	-3.9%
CCOC(=O)C1=C(C)NC(SCC(=O)O)=NC1c1ccccc1 (configuration not stated)	-5%	11%	-0.8%[0.369 µM]	0%	-8%	?	0%	-2%	nt	0.6%	1.3%
CC(=O)c1ccc(N2CCCCCC2)c(F)c1	-1%[11 µM]	-4%[7.66 µM]	-1.8%[0.0738 µM]	-4%	-3%[11.4 µM]	?	-4%[11.4 µM]	-4%[11.4 µM]	6%[9.17 µM]	-1.0%	-2.4%
CC1CCN(S(=O)(=O)c2ccc(S(=O)(=O)N3CCN4CCCC4C3)cc2)CC1 (configuration not stated)	0%	-1%	nt	-3%	11%	2%	-10%	?	5%	-0.2%	0.2%
CCC(C)c1cc(S(=O)(=O)N2CCOCC2)ccc1OC (configuration not stated)	1%	5%	1.6%	0%	6%	27%	1%	-3%	0%	0.3%	-0.5%
COc1cc(C(=O)O)nc2ccccc12	-24%	7%	-0.8%[57.5 µM]	-2%	10%	2%	37%[activator]	-1%	-10%	-0.6%	-5.8%
Nn1c(SCC(=O)Nc2ccc3c(c2)OCO3)nnc1C1CC1	1%	8%	-0.1%[57.5 µM]	-3%	-29%	?	-1%	0%	-6%	-1.8%	-0.5%
FC(F)(F)C12CC(c3ccccc3)=NCCN1CCN2 (configuration not stated)	-10%	4%	-4.6%[57.5 µM]	-5%	8%	-4%	30%	0%	-3%	0.2%	0.0%
Cc1ccc(-c2cc(-c3ccccc3)c(C#N)c(N)n2)o1	?	22%	nt	29%	i	0%	?	-4%	-4%	-0.6%	1.9%
CCc1c(C)c2cc(Cl)c(O)c(CN(CC)CC)c2oc1=O	-2%	3%	0.9%	-3%	2.5µM*	10µM*	-4%	0%	-8%	0.1%	-0.3%
CCOc1ccc(OCC(=O)c2c(O)c3ccccc3oc2=O)cc1	?	-5%	-2.2%	3%	?	12%	16µM*	-9%	16%	-2.0%	-2.1%
COc1ccc(C(=O)N2CCN=C2SCc2cccnc2)c(OC)c1	-1%	nt	-0.8%	0%	3%	-2%	6%	-6%	-2%	-2.5%	-0.7%

In the list so far, 2 have a Cl atom.
SMILES	Hsp90 Hop PPI	USP2a inhib	HBB splice mod	Epigenetic mod	HADH2 inh	CRE-bla Fsk	15-hLO inh	DNA Pol III inh	Ub-GFP proteasome	BRCT PPI red	BRCT inh green
CC(=O)N1CCN(CC(=O)Nc2c(Cl)cccc2Cl)CC1	-2%	-3%	-1.5%	-3%	-7%	?	-10%	-6%	-4%	0.7%	-0.5%
CCc1c(C)c2cc(Cl)c(O)c(CN(CC)CC)c2oc1=O	-2%	3%	0.9%	-3%	2.5µM*	10µM*	-4%	0%	-8%	0.1%	-0.3%

Additional records follow:
SMILES	Hsp90 Hop PPI	USP2a inhib	HBB splice mod	Epigenetic mod	HADH2 inh	CRE-bla Fsk	15-hLO inh	DNA Pol III inh	Ub-GFP proteasome	BRCT PPI red	BRCT inh green
CCCC/C=C/C(NC(=O)C(C)(C)C)c1ccccc1 (configuration not stated)	-7%	nt	3.2%	nt	14%	?	nt	-6%	nt	0.6%	-0.6%
CCC(=O)N1CCc2cc(S(=O)(=O)N3CCN(C(=O)c4ccco4)CC3)ccc21	0%	10%	-1.3%	0%	-1%	?	6%	0%	-5%	0.1%	-0.1%
S=C(c1ccc(-c2cccc(Cl)c2)o1)N1CCOCC1	-30%	22%	-0.4%[9.22 µM]	0%	6.3µM*	14%	?	-2%	11%	0.2%	-4.6%
Cc1ccccc1CN1CCN(S(=O)(=O)c2ccc(F)cc2)CC1	8%	-11%	-0.3%	5%	4%	1%	-8%	5%	4%	-0.3%	1.4%
O=C(c1csnn1)N1CCC2(CC1)CCN(c1ncccn1)CC2	0%	-5%	4.1%	-2%[9.22 µM]	-9%	-11%	6%	2%	-1%	0.4%	-3.6%
COCCCNC(=O)CSc1nc2ccccc2c(=O)n1CCCC(=O)NCC1CCCO1 (configuration not stated)	-2%	1%	8.9%	1%	2%	-6%	-1%	1%	2%	-1.7%	-0.8%
COc1ccc(-c2nnc(SCC(=O)Nc3cccc(Cl)c3)o2)cc1	1%	44%[activator]	nt	2%	-7%	4%	3%	-3%	0%	0.2%	-2.0%
Cc1ccc2c(c1)-c1c(cnn1CC(=O)Nc1ccccc1N1CCN(C)CC1)CO2	-5%	nt	-0.8%	3%	2%	?	-10%	-1%	6%	-2.1%	1.3%
O=C(COC(=O)C1CCCN1S(=O)(=O)c1ccc(Cl)cc1)Nc1ccc2c(c1)OCO2 (configuration not stated)	-4%	14%	0.1%[57.5 µM]	-1%	7%	2%	-1%	-2%	2%	1.3%	-0.1%
CCn1cc(C(=O)O)c(=O)c2cnc(N3CCN(C(=O)Nc4ccccc4)CC3)nc21	-3%	-3%	-5.1%[0.369 µM]	2%	3%	4%	9%	-1%	-2%	0.3%	-0.7%
Cc1occc1C(=O)Nc1cc(C(F)(F)F)ccc1Cl	1%	4%	-1.0%	6%	-4%	-8%	-16%	-23%	1%	2.0%	-1.2%
COc1ccc(OC)c(S(=O)(=O)NCc2cn3ccsc3n2)c1	1%	3%	-0.1%	0%	0%	-1%	0%	3%	8%	-1.5%	-1.5%
